MEP2 TOR yeast: modulators of MEP2-GFP levels in yeast, primary screen, S. cerevisiae, multiplex flow cytometry, MLPCN library. S. cerevisiae MEP2-GFP strain, 3 h; 100% = DMSO control level. GFP response vs DMSO, % at 10 µM. actives 0.51% (n = 330,000);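 active means GFP response versus DMSO above a set limit, roughly screen mean plus 3 SD, cut at about 180% in these data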;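 further: median GFP fluorescence of the barcode-gated MEP2-GFP cells per well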
CR mimetic SO: reduction of superoxide in aged yeast, primary screen, HTS | actives 0.18% (n = 330,000) | superoxide response (% of plate mean), % at 10 µM | AID 2690, 2010 | S. cerevisiae aged cells, superoxide DHE fluorescence; active compounds read low;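 active means superoxide response under a set limit, about three screen SD below normal, cut at about 65% in these data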;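 further: yeast aged for seven days with compound at 30 °C before DHE staining; 100% = average MFI of all compound-treated wells on the plate with controls excluded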
CIT2 TOR yeast: modulators of CIT2-GFP expression in yeast, primary screen, S. cerevisiae, GFP fusion, multiplex flow cytometry, MLPCN library; GFP response vs DMSO, % at 10 µM; S. cerevisiae CIT2-GFP strain, 3 h; 100 means same as DMSO wells; actives 0.065% (n = 320,000);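 active means GFP response relative to DMSO above a set limit, near the screen mean plus 3 SD, cut at about 150% in these data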;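 further: ratio of well median GFP fluorescence to mean of DMSO wells on the plate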
AGP1 TOR yeast: modulators of AGP1-GFP expression in yeast TOR pathway, primary screen, cell-based, multiplex flow cytometry, S. cerevisiae, MLPCN library | 3 h; GFP as percent of DMSO wells | GFP response vs DMSO, % at 10 µM | actives 0.02% (n = 320,000) | AID 2066, 2009;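 active means GFP response relative to DMSO above a set limit, near screen average plus 3 SD, cut at about 150% in these data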;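 further: median GFP channel fluorescence of the gated AGP1 strain per well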
LAP4-GFP MLPCN: modulators of LAP4-GFP expression in yeast, primary screen, S. cerevisiae, multiplex flow cytometry, MLPCN library | actives 0.34% (n = 320,000) | AID 2023, 2009 | 3 h; median GFP as percent of DMSO wells | GFP response vs DMSO, % at 10 µM;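 active means GFP response vs DMSO above a set limit, about the screen mean plus 3 SD, cut at about 150% in these data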
GRK2 aptamer HTS: compounds blocking aptamer binding on GRK2 – biochemical, human GRK2, bead flow cytometry, HTS, primary screen | Beta-adrenergic receptor kinase 1 (Homo sapiens), P25098 | FAM-aptamer displacement from GRK2 | inhibition of aptamer binding, % at 10 µM | actives 0.59% (n = 330,000) | AID 488847, 2010;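 active means inhibition of aptamer binding above 40%, roughly 3 SD of noise, on plates passing a quality check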;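 further: median bead fluorescence of bound FAM aptamer so fluorescent compounds give negative values; no value below 0 was filed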
Target sequence (P25098 whole entry, looked up): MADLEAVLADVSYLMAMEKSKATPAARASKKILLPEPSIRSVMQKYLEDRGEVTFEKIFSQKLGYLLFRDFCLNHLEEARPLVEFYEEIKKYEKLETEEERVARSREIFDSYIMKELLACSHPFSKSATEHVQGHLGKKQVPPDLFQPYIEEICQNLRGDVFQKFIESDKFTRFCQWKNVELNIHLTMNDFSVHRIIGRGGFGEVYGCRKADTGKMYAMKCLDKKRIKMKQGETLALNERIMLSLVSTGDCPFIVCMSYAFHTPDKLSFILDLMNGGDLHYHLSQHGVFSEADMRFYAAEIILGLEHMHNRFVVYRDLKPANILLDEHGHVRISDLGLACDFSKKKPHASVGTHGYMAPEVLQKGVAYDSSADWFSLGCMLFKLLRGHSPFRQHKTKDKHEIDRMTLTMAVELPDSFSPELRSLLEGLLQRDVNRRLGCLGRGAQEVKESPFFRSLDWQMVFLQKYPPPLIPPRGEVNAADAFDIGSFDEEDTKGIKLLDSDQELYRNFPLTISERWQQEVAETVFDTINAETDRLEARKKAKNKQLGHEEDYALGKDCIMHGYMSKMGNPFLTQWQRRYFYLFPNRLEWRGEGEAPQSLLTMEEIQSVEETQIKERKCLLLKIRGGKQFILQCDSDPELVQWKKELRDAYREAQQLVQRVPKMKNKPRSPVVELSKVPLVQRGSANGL
RPL19A TOR yeast: RPL19A-GFP expression modulators in yeast, primary screen, cell-based, S. cerevisiae, multiplex flow cytometry, MLPCN. S. cerevisiae RPL19A-GFP strain, 3 h; active compounds read low. percent response vs DMSO, % at 10 µM. actives 0.3% (n = 330,000);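 active means percent response vs DMSO below 50%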;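 further: median channel GFP fluorescence of the barcoded RPL19A-GFP strain; ratio of sample median GFP to plate DMSO average so 100% = DMSO; lower means less RPL19A-GFP as with rapamycin TOR inhibition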
VLA-4 inh: inhibition in human VLA-4 binding assay, primary screen, VLA-4 allosteric modulator project, MLPCN library, flow cytometry, VLA-4 expressing cells; ligand binding flow cytometry; inhibition, % (about 7 µM as worked out from the volumes in the protocol); actives 0.2% (n = 330,000); AID 2557, 2010; in the data active means inhibition above about 50%
The depositor's hits bear a star; . = not tested or not shown.

SMILES	MEP2 TOR yeast	CR mimetic SO	CIT2 TOR yeast	AGP1 TOR yeast	LAP4-GFP MLPCN	GRK2 aptamer HTS	RPL19A TOR yeast	VLA-4 inh
O=C(Cn1ccc([N+](=O)[O-])n1)NCc1cccs1	106	91	94	106	101	20	99	6
O=S(=O)(N1CCCCCC1)N1CCNCC1	102	100	106	100	91	12	104	12
O=C(O)c1ccccc1SCC(=O)N1CCCCC1	101	106	95	103	98	4	101	12
Cc1c(-c2ccccc2)c(=O)oc2ccc(O)cc12	106	113	102	104	99	2	99	4
Cc1ccccc1Nc1nc(-c2cccnc2)nc2ccccc12	97	110	91	87	108	0	97	-8
Cc1cccc(NC(=O)CSc2nnc(Cc3ccccc3)o2)c1	103	100	89	88	105	0	96	8
N#Cc1ccc(-c2nc3ccccc3nc2-c2ccccc2)cc1C#N	101	101	100	102	93	0	104	-8
COc1ccc(NC(=O)c2cc3c(s2)CCC(C)C3)cc1S(=O)(=O)N1CCOCC1 (stereo unspecified)	109	103	98	105	109	3	115	14
COc1ccc(F)c(C2C(C#N)=C(N)Oc3n[nH]c(C(C)(C)C)c32)c1 (stereo unspecified)	104	97	103	110	94	1	100	0
CCOC(=O)c1c(NC(=O)CSc2ncccn2)sc(C(=O)NC)c1C	101	99	104	105	106	1	98	1
O=C(Cc1ccccc1)Nc1ccc(C(=O)NCc2ccccc2)cc1	100	107	97	98	94	14	100	4
Cc1ccccc1CC(=O)Nc1sc(C(C)C)cc1C(=O)N1CCOCC1	100	133	97	99	99	0	98	0
O=S(=O)(NCC1CCCO1)c1cnc(Cl)c(Cl)c1 (stereo unspecified)	103	110	104	104	98	6	103	6
O=C(CS(=O)(=O)Nc1ccc(F)cc1Cl)Nc1ccc(F)cc1Cl	106	101	109	96	92	0	106	-7
O=C(O)c1cccc(NC(=O)c2cc(-c3cccc(Cl)c3)nc3ccccc23)c1	101	96	113	112	107	0	102	-3
CCN(CC)c1ccc(C(=O)N/N=C/c2ccc(OC)cc2OC)cc1	84	98	90	90	92	0	92	8
O=S1(=O)CCN(Cc2ccc(Cl)cc2)CC1	100	100	94	93	93	1	94	17
CN1CCC(N(C)S(=O)(=O)c2ccc(NC(=O)c3ccc(S(=O)(=O)N(C)C)cc3)cc2)CC1	97	102	84	94	100	2	88	0
COc1ccc(C=NC(CO)C(O)c2ccc([N+](=O)[O-])cc2)cc1 (stereo unspecified)	110	121	107	105	102	1	102	4
COc1ccc(OC(C)C(=O)N(C)Cc2nc(-c3ccc(C)cc3)no2)cc1 (stereo unspecified)	100	91	94	101	103	0	101	7
Cc1cc(C(=O)CSc2nnc(C3CC3)n2C2CC2)c(C)n1C(C)C	97	100	100	100	97	0	98	-2
Cc1ccc(C)c(NC(=O)CN(C)C(=O)COc2cccc3c2OC(C)(C)C3)c1	102	100	93	107	112	1	98	6
CC(/C=N/n1c(-c2cc(C)[nH]n2)n[nH]c1=S)=C\c1ccco1	103	102	100	85	108	0	102	27
O=C(NCc1ccc(Cl)cc1)c1cc(S(=O)(=O)N2CCCCC2)c[nH]1	99	118	94	99	101	43*	98	-25
CCC(=O)N1N=C(c2cccs2)CC1c1ccco1 (stereo unspecified)	99	120	97	100	96	4	95	-2

Three compounds from above, ordered by the number in LAP4-GFP MLPCN, descending.
canonical_smiles	LAP4-GFP MLPCN
COc1ccc(NC(=O)c2cc3c(s2)CCC(C)C3)cc1S(=O)(=O)N1CCOCC1 (stereo unspecified)	109
Cc1cccc(NC(=O)CSc2nnc(Cc3ccccc3)o2)c1	105
COc1ccc(C=NC(CO)C(O)c2ccc([N+](=O)[O-])cc2)cc1 (stereo unspecified)	102

Back to the main list; the 3 compounds before the break are reprinted first.
SMILES	MEP2 TOR yeast	CR mimetic SO	CIT2 TOR yeast	AGP1 TOR yeast	LAP4-GFP MLPCN	GRK2 aptamer HTS	RPL19A TOR yeast	VLA-4 inh
CC(/C=N/n1c(-c2cc(C)[nH]n2)n[nH]c1=S)=C\c1ccco1	103	102	100	85	108	0	102	27
O=C(NCc1ccc(Cl)cc1)c1cc(S(=O)(=O)N2CCCCC2)c[nH]1	99	118	94	99	101	43*	98	-25
CCC(=O)N1N=C(c2cccs2)CC1c1ccco1 (stereo unspecified)	99	120	97	100	96	4	95	-2
Cc1noc(NS(=O)(=O)c2ccc(NC(=O)Nc3ccc(Cl)c(Cl)c3)cc2)c1C	107	111	92	98	102	0	94	6
COc1ccc(-c2oc(NC(C)=O)c(C#N)c2-c2ccc(OC)cc2)cc1	99	108	100	99	.	3	97	7
COc1ccc(C)cc1NC(=O)C1CCCN(S(=O)(=O)c2ccc3c(c2)CCCN3C(C)=O)C1 (stereo unspecified)	92	108	97	93	86	3	93	0
CN1CCCN(C(=O)c2cccc3ccccc23)CC1	114	94	104	102	98	2	106	7
CNC(=O)COc1ncnc2scc(-c3ccc(F)cc3)c12	102	89	79	99	94	2	106	1
CCN(CC)CCCN(Cc1cc2cc3c(cc2[nH]c1=O)OCO3)C(=S)NCCCN(C)C	100	100	102	103	93	0	102	5
CC(C(=O)NC1CC(C)(C)NC(C)(C)C1)c1ccc([N+](=O)[O-])cc1 (stereo unspecified)	105	88	106	103	94	5	104	27
CC(=O)c1c(C)[nH]c(C(=O)N2CCN(c3ncccn3)CC2)c1C	91	93	120	100	102	1	95	-9
COc1ccc(NC(=O)C2CCCN(c3c4c(nc5ncnn35)CCC4)C2)cc1 (stereo unspecified)	102	119	105	106	99	0	.	7
O=C(NCC1CCCO1)/C(=C\c1ccccc1F)NC(=O)c1ccccc1 (stereo unspecified)	103	93	94	96	96	5	97	16
COc1ccc(N(C)S(=O)(=O)c2cccc(C(=O)OCC(=O)N(C)c3ccccc3)c2)cc1	107	80	105	110	105	0	105	-6
O=C1CCC(C(=O)Nc2ccccc2)N1 (stereo unspecified)	104	105	96	95	97	5	96	12
O=C(Cc1cccs1)N1CCN=C1SCc1ccccc1Cl	122	99	104	98	104	10	106	15
COc1cccc(NC(=O)NCc2ccccc2F)c1	108	92	101	95	98	0	102	-1
Cc1cc(C(F)(F)Cl)n2ncc(-c3ccccn3)c2n1	103	86	104	101	90	3	107	25
C[C@H](NC(=O)c1nc[nH]c1C(=O)N[C@@H](Cc1ccccc1)C(=O)OC(C)(C)C)C(=O)OCc1ccccc1	104	102	68	80	131	1	94	11
Cc1ccc(C2C(C#N)=C(N)SC(N)=C2C#N)c(C)c1	109	90	101	108	111	0	102	-38
Cc1cc(Br)ccc1SCC(=O)OCC(=O)c1c(N)n(C)c(=O)n(C)c1=O	109	103	112	100	107	0	116	3
CCn1c(SCc2nc(-c3ccccc3)no2)nnc1-c1cccs1	102	95	87	88	96	5	88	3
CCC1CCCCN1CCCNC(=O)C1CCN(Cc2nc(-c3ccc(Cl)cc3)oc2C)CC1 (stereo unspecified)	112	93	101	95	93	0	97	5
CC(CN1CCCCC1)OC(=O)c1cc2ccccc2o1 (stereo unspecified)	106	123	105	102	99	1	101	-12
CCN1CCCC1CNC(=O)Cn1ncc2c(=O)oc3ccc(C)cc3c21 (stereo unspecified)	99	96	98	99	92	0	97	9
Cc1ccc(CN2CCNC(=O)C2CC(=O)O)o1 (stereo unspecified)	105	107	99	109	102	0	104	10
O=C(NCc1n[nH]c(=S)n1-c1ccc([N+](=O)[O-])cc1)c1ccc(S(=O)(=O)N2CCOCC2)cc1	106	81	104	104	93	1	103	22
O=C1CCC(C(=O)N2CCC(O)CC2)CN1CCc1ccc(Cl)cc1 (stereo unspecified)	102	95	104	100	98	2	90	12
CC1(C)CC(=O)C=C(c2ccc(Oc3ccccc3)cc2)C1	95	100	87	88	106	3	95	13
CC1CCCN(C(=O)Cc2cn(Cc3cccc(Cl)c3)c3ccccc23)C1 (stereo unspecified)	104	97	113	109	101	0	108	5
Cc1ccc(OCCC(=O)OCC(=O)NCCc2ccc(Cl)cc2)cc1	101	106	95	103	110	0	98	7
CCOc1ccc(NC(=S)Nc2cccc3ccccc23)cc1	91	89	93	93	93	1	97	-5

Structures above with a furan ring, fused or not, in the order listed:
SMILES	MEP2 TOR yeast	CR mimetic SO	CIT2 TOR yeast	AGP1 TOR yeast	LAP4-GFP MLPCN	GRK2 aptamer HTS	RPL19A TOR yeast	VLA-4 inh
CC(/C=N/n1c(-c2cc(C)[nH]n2)n[nH]c1=S)=C\c1ccco1	103	102	100	85	108	0	102	27
CCC(=O)N1N=C(c2cccs2)CC1c1ccco1 (stereo unspecified)	99	120	97	100	96	4	95	-2
COc1ccc(-c2oc(NC(C)=O)c(C#N)c2-c2ccc(OC)cc2)cc1	99	108	100	99	.	3	97	7
CC(CN1CCCCC1)OC(=O)c1cc2ccccc2o1 (stereo unspecified)	106	123	105	102	99	1	101	-12
Cc1ccc(CN2CCNC(=O)C2CC(=O)O)o1 (stereo unspecified)	105	107	99	109	102	0	104	10
